# Assay outcomes from PubChem BioAssay.
# PPARg SRC-2 ag: agonists of PPARg-SRC-2 recruitment, primary screen, biochemical, HTS; Peroxisome proliferator-activated receptor gamma (Homo sapiens), P37231; PPARgamma LBD-SRC-2 recruitment; activation, % at 8 µM; 0.34% of 200,000 active; AID 1032, 2008; in the data active means activation above about 22%;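 further: 0% = vehicle and 100% = reference agonist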
# Target sequence (P37231 whole entry, looked up, the tested form may be a part): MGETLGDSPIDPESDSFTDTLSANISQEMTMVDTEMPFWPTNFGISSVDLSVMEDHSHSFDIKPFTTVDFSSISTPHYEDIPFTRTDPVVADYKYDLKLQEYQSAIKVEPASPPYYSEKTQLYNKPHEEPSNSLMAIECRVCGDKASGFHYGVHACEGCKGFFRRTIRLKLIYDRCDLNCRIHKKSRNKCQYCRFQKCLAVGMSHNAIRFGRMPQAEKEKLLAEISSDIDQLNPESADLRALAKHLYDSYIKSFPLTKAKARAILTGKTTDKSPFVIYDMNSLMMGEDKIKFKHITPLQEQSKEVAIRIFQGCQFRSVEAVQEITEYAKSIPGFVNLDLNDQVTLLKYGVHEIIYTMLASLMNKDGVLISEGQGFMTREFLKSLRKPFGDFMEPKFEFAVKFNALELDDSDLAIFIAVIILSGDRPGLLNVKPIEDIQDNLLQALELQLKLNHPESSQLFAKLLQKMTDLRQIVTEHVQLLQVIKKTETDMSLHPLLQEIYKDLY
# ROMK primary: ROMK potassium channel modulators, primary screen, cell-based, thallium flux, MLSMR library; 2% of 130,000 active; B-score at 10 µM; Tet-inducible ROMK, thallium flux fluorescence; actives lie on both sides;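 active means signal ratio slope over the read window, or its plate-corrected B-score, at least 3 SD from the plate mean, either direction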;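 further: B-score of the F/F0 ratio slope over 7 to 12 s after thallium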
# RAM inhibit: inhibitors of the yeast RAM network, primary screen, dse1pr::URA3 reporter, 5-FOA selection; S. cerevisiae dse1pr::URA3 reporter, 5-FOA growth OD615, 2 d; analog-sensitive cbk1-as2 kinase mutant strain; inhibition, % at 50 µM; 1.8% of 190,000 active; AID 868, 2007;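 active means inhibition above a set limit, 3 SD over mean compound inhibition, cut at about 8.4% in these data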;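 further: 0% = DMSO-only wells with no growth and 100% = 10 µM 1-NA-PP1 full growth; inhibition rescues growth on 5-FOA so higher OD means more RAM inhibition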
# PPARg SRC-1 ag: PPARgamma agonists recruiting SRC-1 coactivator, primary screen, biochemical. activation, % at 8 µM. AID 631, 2007. PPARgamma-SRC-1 coactivator recruitment biochemical assay. 0.41% of 200,000 active. Peroxisome proliferator-activated receptor gamma (Homo sapiens), P37231; in the data active means activation above about 19%;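 further: 0% = DMSO and 100% = reference agonist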
# HMGR II inh: inhibitors of E. faecalis class II HMGR, primary screen, biochemical, Enterococcus faecalis; HMG-CoA reductase (Enterococcus faecalis, mvaE); purified E. faecalis HMGR, NADPH absorbance 340 nm kinetic; inhibition, % at 10 µM; 0.41% of 190,000 active; AID 1066, 2008;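 active means inhibition above a set limit, the median over all tested compounds plus 3 SD, cut at about 9.5% in these data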;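 further: enzyme runs in reverse so mevalonate oxidation gives rising NADPH absorbance; 0% = complete reaction with DMSO and 100% = background rate lacking mevalonate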
# PPARg SRC3 recr: PPARgamma agonists recruiting SRC-3 coactivator, primary screen, biochemical; biochemical PPARgamma/SRC-3 coactivator recruitment assay; activation, % at 8 µM; 0.26% of 200,000 active; in the data active means activation above about 23%;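 further: 0% = DMSO and 100% = reference agonist; some compounds past the cut are filed as inactive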
# S1P3 antagonist: S1P3 receptor antagonists, primary screen, cell-based; Sphingosine 1-phosphate receptor 3 (Homo sapiens), Q99500; CHO S1P3 NFAT-BLA reporter, FRET fluorescence, antagonist mode; inhibition, % at 4.98 µM; 0.27% of 170,000 active; AID 485, 2006;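 active means inhibition above the plate cutoff, the mean inhibition of test wells on that plate plus 3 SD, cut at about 28% in these data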;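 further: cells challenged with S1P at its EC80 of 0.8 µM; blue over green emission ratio from cleaved BLA substrate after 4 h stimulation; 0% = S1P-stimulated wells and 100% = unstimulated DMSO-only wells; some compounds past the cut are filed as inactive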
# Target sequence (Q99500 whole entry, looked up): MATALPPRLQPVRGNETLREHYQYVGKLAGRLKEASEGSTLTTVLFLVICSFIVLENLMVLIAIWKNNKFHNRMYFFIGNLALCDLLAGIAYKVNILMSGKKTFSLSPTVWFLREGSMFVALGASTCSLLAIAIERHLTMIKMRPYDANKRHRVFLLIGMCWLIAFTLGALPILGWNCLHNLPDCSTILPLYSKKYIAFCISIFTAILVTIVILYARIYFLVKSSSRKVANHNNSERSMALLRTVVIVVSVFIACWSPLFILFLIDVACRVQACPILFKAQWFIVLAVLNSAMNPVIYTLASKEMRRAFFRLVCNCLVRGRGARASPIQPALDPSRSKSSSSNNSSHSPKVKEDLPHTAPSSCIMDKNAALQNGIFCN
# SRC2 TRFRET art: TR-FRET signal artefacts, primary screen, artefact control for PPARgamma SRC-2 agonist project, biochemical. TR-FRET artefact counter-screen; hits give high values. TR-FRET ratio at 8 µM. 0.4% of 200,000 active; in the data active means TR-FRET ratio above about 2000; further: inactives centre near 1500
# bIAP inhibitor: bovine intestinal alkaline phosphatase inhibitors, primary screen, selectivity assay for TNAP inhibitor project, biochemical, bovine IAP, CDP-star luminescence. alkaline phosphatase, intestinal [Bos taurus]. purified bovine IAP, 30 min. inhibition, % at 20 µM. 190,000 tested, under 10 active;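 active means over 50% inhibition of intestinal alkaline phosphatase at 20 µM in the single-dose screen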
#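 System: Purified bovine intestinal alkaline phosphatase (IAP) enzyme | Input: IAP diluted 1/65,000,000 in the well | Also added: CDP-star chemiluminescent phosphatase substrate, 30 µM final | Dosing: 20 µM single dose | Times: Enzyme reaction for 30 min at room temperature | Detection: Luminescence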
# DTT redox prof: compounds producing H2O2 with reducing agent – biochemical, NIH compound library profiling, artefact control for MLSCN library redox annotation, primary screen | DTT-dependent redox cycling H2O2, phenol red/HRP absorbance; 100% = 100 µM peroxide control, 0% = buffer | activation, % at 10 µM | 0.03% of 200,000 active;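 active means activation of at least 50% relative to the plate's high and low controls in the primary single-dose screen; inactive means activation below 50%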;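 further: compound incubated with DTT at 0.8 mM final as the reducing agent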
# Lmaj promast: Leishmania major promastigote growth inhibition, primary screen; Leishmania major promastigotes, resazurin fluorescence viability; inhibition, % at 10 µM; 9% of 200,000 active; AID 1063, 2008; in the data active means inhibition above about 50%;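 further: promastigotes grown with compound for 44 hours at 28 °C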
# * marks the source's active call; other numbers are inactive results; nt = no result given.
no.	compound	PPARg SRC-2 ag	ROMK primary	RAM inhibit	PPARg SRC-1 ag	HMGR II inh	PPARg SRC3 recr	S1P3 antagonist	SRC2 TRFRET art	bIAP inhibitor	DTT redox prof	Lmaj promast
1	COCCN1Cc2cccc(C(=O)Nc3cccc(OC)c3)c2C1=O	-2	0.35	2.4	2	-5	-11	5	1486	6	-0.6	4
2	CCN=C1S/C(=C\c2cn(C(C)=O)nc2-c2ccccc2)C(=O)N1CC	4	0.44	0.2	2	0	-6	nt	1468	1	-3.9	26
3	CCN(CCCNC(=O)CCc1nc(-c2ccc(OC)cc2)no1)c1cccc(C)c1	-6	-0.69	1.2	2	0	4	nt	1409	-4	-0.4	32
4	O=C(CSc1ccc(Cl)cc1)Nc1cc(-c2nc3ncccc3o2)ccc1Cl	6	nt	2.5	6	-6	1	-1	1462	14	0.1	-4
5	S=C(NCc1ccc2c(c1)OCO2)Nc1ccc2nsnc2c1	91*	0.53	4.2	61*	-5	56*	5	2840*	-14	-0.3	6
6	CNC(=O)c1nn(-c2ccc(C)cc2)ccc1=O	-6	nt	1.4	-8	1	1	nt	1423	15	3.0	-5
7	CCOC(=O)C1=C(C)NC(=O)NC1c1ccc(OCC(=O)OC)c(OC)c1 (centres undefined)	3	0.18	0.6	-4	1	2	-12	1739	-1	-0.6	-2
8	Cc1ccc(-c2cc3nc(C)cc(C)n3n2)cc1	-8	0.38	0.6	0	0	1	8	1582	-5	-0.4	-5
9	CCCCCCC/C(C)=N/NC(=O)CC(=O)NCCc1ccccc1	-1	nt	-0.6	-4	-4	8	nt	1474	-3	14	-4
10	Cc1cc(C(=O)CNCc2ccco2)c(C)n1-c1ccc(F)cc1	-7	nt	0.7	-3	-2	-2	-32	1336	0	2.7	-3
11	COCc1nc2ccccc2n1Cc1ccc(Br)cc1	5	nt	1.7	-6	1	11	-26	1617	-8	-1.2	8
12	Cc1ccc(/C=N/Nc2nncc(-c3ccccc3)n2)o1	5	nt	-0.4	2	-1	4	-8	1471	-18	0.3	9
13	COc1ccc(S(=O)(=O)N(C)CC(=O)N2CCN(Cc3ccccc3)CC2)cc1C	-5	nt	0.3	-4	-2	-1	nt	1416	-6	-0.3	17
14	OCCC1CN(Cc2cccc3c2OCO3)CCN1C1CCCCC1 (centres undefined)	5	0.73	0.9	9	0	2	-3	1665	-7	-1.3	23
15	CC(C)NC(=O)c1ccc(-c2ccccc2C(F)(F)F)o1	-6	nt	-0.2	-11	0	-3	-39	1507	8	2.5	-10

# (continued)
no.	compound	PPARg SRC-2 ag	ROMK primary	RAM inhibit	PPARg SRC-1 ag	HMGR II inh	PPARg SRC3 recr	S1P3 antagonist	SRC2 TRFRET art	bIAP inhibitor	DTT redox prof	Lmaj promast
16	C/C(=N\NC(=O)NC1CCCCC1)C1CCCCC1	5	0.37	1.4	-2	-3	-2	-12	1518	2	-0.6	95*
17	CCOc1ccc(C(=O)NC(=S)Nc2ccc(NC(=O)c3ccco3)c(C)c2)cc1[N+](=O)[O-]	-8	nt	5.9	-1	2	3	6	1731	18	0.0	-7
18	O=C(Cc1cccs1)NCc1ccc2c(c1)OCO2	6	nt	2.2	-5	-4	2	15	1678	18	0.5	-3
19	C[C@H]1C=C(C(=O)N2CCOCC2)O[C@@H](OCc2ccc(CO)cc2)C1	-14	nt	0.8	-8	2	-2	-1	1444	1	0.3	-7
20	CCc1ccc(CNC(=O)Cn2nc(-c3ccc(C)cc3)ccc2=O)cc1	7	-1.2	2.5	10	-5	1	-9	1689	2	-0.7	-1
21	Cn1ncc2c(Nc3ccc4ccccc4c3)ncnc21	3	-0.88	-1.9	3	-3	1	9	1518	3	0.0	11
22	C=CCN(C(=O)CCC(=O)Nc1cc(C)on1)C(C(=O)NC(C)(C)C)c1cccc(OC)c1OC (centres undefined)	2	nt	-1.0	-2	0	-1	7	1549	11	-1.0	-6
23	OC(CN1CCN(c2ccccc2)CC1)Cn1c2ccccc2c2ccccc21 (centres undefined)	0	0.084	-0.5	1	-1	-1	nt	1583	9	9.1	9
24	CCOP(=O)(OCC)c1nc(/C=C/c2ccccc2)oc1NCc1ccccc1	4	nt	1.3	-2	1	-2	nt	1576	-3	0.0	11
25	O=C(c1ccc2c3c(cccc13)CC2)C1CCCN(C(=O)c2cccnc2)C1 (centres undefined)	0	-0.87	-0.4	6	-2	0	11	1565	8	-0.3	0
26	Cc1nnc(Nc2ccc(Cl)c(C(F)(F)F)c2)[nH]c1=O	7	-0.73	3.7	17	-6	-1	-6	1605	-42	-1.8	3
27	COC(=O)CCC(NC(=O)OCc1ccccc1)C(=O)NC(CC(C)C)C(=O)OC (centres undefined)	10	-0.5	1.3	1	-1	5	2	1575	-4	0.0	33
28	COc1ccc(N(CC(=O)Nc2cccc(OC)c2)S(=O)(=O)c2c(C)nn(C)c2C)cc1	-1	0.69	0.8	3	-1	2	-51	1514	1	0.2	57*
29	O=C1CCCN1c1ccc(S(=O)(=O)N2CCN(c3ccccn3)CC2)cc1	-1	-0.054	-0.1	2	0	7	-4	1352	1	0.5	-8
30	CCOC(=O)C(=O)Nc1sc(C(=O)N2CCOCC2)c(C)c1C#N	6	-0.3	1.1	2	-6	5	1	1690	9	-0.2	-4

# (next part)
no.	compound	PPARg SRC-2 ag	ROMK primary	RAM inhibit	PPARg SRC-1 ag	HMGR II inh	PPARg SRC3 recr	S1P3 antagonist	SRC2 TRFRET art	bIAP inhibitor	DTT redox prof	Lmaj promast
31	O=C(O)C1Sc2[nH]c(=O)sc2C2c3cc(Cl)ccc3OC(=O)C12 (centres undefined)	-1	nt	2.3	8	-5	-3	-14	1656	3	-2.0	-9
32	Cc1cccc(NC(=O)c2cc(-c3ccco3)nc3ccccc23)n1	-2	nt	2.9	2	1	-6	7	1512	33	3.9	7
33	CN(C)CCCNC(=O)COc1ccc(Br)cc1Cl	-2	0.11	2.8	0	-5	4	-4	1481	-12	0.1	91*
34	O=C(O)C1CCCCC1C(=O)Nc1ccccc1Nc1ccccc1 (centres undefined)	-1	-0.25	0.0	0	-4	2	6	1480	8	2.6	-5
35	CC[N+](CC)(CCO)CCCN1C(=O)C2CC=C(Cl)CC2C1=O (centres undefined)	5	nt	0.1	13	-3	-10	-27	1586	5	1.4	-3
36	CC(=O)c1c(C)[nH]c(C(=O)CSc2nc3ccc(C)cc3[nH]2)c1C	13	nt	1.9	10	0	-1	nt	1668	-4	1.9	92*
37	COc1ccc(/C=C(/C(=O)NCc2ccccc2)c2ccccc2)cc1	-3	-2.7	11*	-1	-1	-4	-1	1416	4	-0.1	92*
38	CC1CN(S(=O)(=O)c2ccc(C(=O)Nc3ccc(S(=O)(=O)Nc4nccs4)cc3)cc2)CC(C)O1 (centres undefined)	-6	nt	5.4	6	-4	0	3	1569	13	-0.3	34
39	CC1Cc2ccccc2N1C(=O)c1cnc2n(c1=O)CCS2 (centres undefined)	2	nt	0.3	-4	-2	1	-29	1579	9	-0.8	-3
40	O=C(Nc1cccc(Cl)c1)N(CCN1CCOCC1)Cc1cccc(Cl)c1	1	nt	-0.1	5	-5	12	9	1630	-26	-5.5	5
41	CCCCCC1CCC(c2ccc(C(N)=O)cc2)CC1 (centres undefined)	7	nt	0.8	-4	-1	12	nt	1602	34	-3.5	-7
42	O=C(/C=C/c1ccco1)Nc1ccc2c(c1)OCO2	12	2.3	1.2	4	-3	8	-4	1622	-6	-1.7	5
43	O=C(CCSc1nc2ccccc2o1)N1CCOCC1	2	nt	2.2	3	-7	-1	1	1569	6	-3.1	-6
44	COc1cc(CN(C(=S)NCC(=O)NC2CCCC2)C2CCCC2)cc(OC)c1OC	-1	-0.47	1.8	-5	0	3	-1	1707	0	-0.1	2
45	CC(C)CC(=O)N1CCN(S(=O)(=O)c2ccc3ccccc3c2)CC1	-7	-0.57	-0.1	-2	-4	-16	nt	1342	0	0.2	7

# More compounds:
no.	compound	PPARg SRC-2 ag	ROMK primary	RAM inhibit	PPARg SRC-1 ag	HMGR II inh	PPARg SRC3 recr	S1P3 antagonist	SRC2 TRFRET art	bIAP inhibitor	DTT redox prof	Lmaj promast
46	COCCOC(=O)C1=C(C)NC2=C(C(=O)CC(C)(C)C2)C1c1ccc(N(C)C)cc1 (centres undefined)	2	-0.47	1.8	1	-2	8	-2	1512	2	-1.2	0
47	COCC(=O)Nc1ccc(C(C)C)cc1	9	nt	-0.1	2	-3	6	nt	1426	14	-3.6	-3
48	O=C(c1ccccc1)c1ccc2nc(-c3ccc(NC(=O)c4ccccc4Br)cc3)[nH]c2c1	-1	1.2	8.7*	9	-1	8	nt	2003*	19	-4.3	97*
49	CC(=O)Nc1cccc(NC(=O)C2CCCN2C(=O)Nc2ccc(Cl)cc2)c1 (centres undefined)	4	nt	0.9	-2	-2	-13	-13	1626	3	0.0	-8
50	COc1cccc(-c2csc(N3CCN(CC(=O)NNC(=O)c4ccc(Br)cc4)CC3)n2)c1	8	nt	8.1	5	4	9	nt	1579	5	-1.8	-3
51	Cc1ccccc1CN1CCN(S(=O)(=O)c2ccc(F)cc2)CC1	0	-1.5	0.9	-6	6	-5	46	1446	15	0.2	40
52	Cc1ccc(C(=O)NN(C)c2nc3ccccc3nc2C(F)(F)F)cc1	0	nt	4.4	6	1	2	nt	1315	6	1.7	-4
53	CN1/C(=C\C(=S)NC(=O)c2ccccc2Cl)C(C)(C)c2ccccc21	-2	1.3	4.0	-4	3	0	-9	1473	-10	-0.1	45
54	COc1ccc(N2CCN(C(=O)c3ccc(OCc4c(C)noc4C)c(OC)c3)CC2)cc1	3	nt	2.0	6	-2	8	nt	1707	4	1.6	-6
55	Nc1nonc1-c1nc2ccccc2n1CC(=O)N1CCCCC1	1	-1.5	0.5	-7	-9	-3	2	1703	16	-2.5	-6
56	COc1ccccc1/C=C/C1(C(=O)NC2CCCC2)CC(=O)N1c1ccc(C)cc1 (centres undefined)	14	-5*	0.9	9	-4	0	nt	1573	14	-0.2	39
57	CCOC(=O)c1cc2c(=O)n3ccccc3nc2n(C(C)C)c1=NC(=O)c1ccncc1	13	1.6	1.3	13	-6	10	nt	1508	4	-1.0	52*
58	CC1CCN(C(=O)CSCC(=O)Nc2nc(-c3cccs3)cs2)CC1	0	nt	-0.3	8	4	1	11	1639	9	-0.2	-6
59	Cc1ccc(-c2noc(CCC(=O)Nc3ccc(C)cn3)n2)cc1	19	nt	-0.3	11	-2	3	-22	1505	1	-0.6	-3
60	Cc1ccc(S(=O)(=O)Nc2cc(C(=O)NCCN(C)C)ccc2N2CCCCC2)cc1	0	nt	0.6	-1	-2	0	2	1391	3	-2.5	87*
